GALK inh – blocks human galactokinase activity | AID 1868 | P51570 | Purified GALK, Kinase-Glo residual ATP luminescence | 0.007% of 270,000 active | Potency, µM (highest dose often 57.5 µM), for the others: at the top dose activity change, negative = inhibition, hits mostly inhibitors; further: potency means the concentration at half of the fitted maximal effect; on the % scale 0 is the no-effect control and ±100 the full control effect
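Human GALK (5 nM) with 35 uM ATP and 100 uM galactose in 20 mM HEPES pH 8.0, 5 mM MgCl2, 60 mM NaCl, 1 mM DTT, 0.01% BSA. After 1 h at room temperature, leftover ATP was read by Kinase-Glo Plus luminescence.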
ASM inhibitor – blocks human secretory acid sphingomyelinase | 0.006% of 340,000 active | P17405 | placental ASM, HMU-PC fluorogenic substrate, 60 min | Potency, µM (titrated, usually from 57.5 µM), for the others: top-dose activity change, negative = inhibition, most hits filed as inhibitors | AID 504937; further: potency means the concentration at half of the fitted maximal effect
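Steps: dispense placental human ASM, pin compound, wait 10 min at room temperature, add HMU-PC0 substrate at 9 uM final, incubate 60 min at 37 °C, add stop solution raising pH to 10, read fluorescence.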
TSHR antag – antagonists of human thyroid stimulating hormone receptor; activity change, negative = inhibition, % at 11.5 µM; TSHR-expressing cells, TSH-stimulated cAMP HTRF, 2 h; active compounds read low; P16473; 0.2% of 330,000 active;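 active means activity change below a set negative limit, meaning inhibition stronger than a set level, cut at about -70% in these data; inconclusive means activity change between two set negative limits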; further: on the % scale 0 is the no-effect control and ±100 the full control effect
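Read-out is FRET at 665 nm (cryptate excitation 337 nm) from a cryptate-tagged anti-cAMP antibody, competed by cell cAMP against cAMP-d2. Compounds are tested on freshly harvested TSHR cells challenged with 4nM TSH (EC80) for 2 hours at 37 deg C.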
MBNL1 CUG block – inhibitors of human MBNL1 binding to CUG repeat RNA. Q9NR56. TR-FRET MBNL1-His/biotin-(CUG)12 binding, 665/545 ratio. Potency, µM (series often up to 57.5 µM), inactives show at the top dose activity change, negative = inhibition, most hits filed as inhibitors. 0.036% of 280,000 active. AID 2675; active means well fitted inhibition curve with a large enough effect in the signal ratio, with a control signal flat, not every such curve was filed as active; inconclusive means small, poorly fitted or top-dose-only effect, or effect the other way, or a change in a side signal; inactive means no such curve, though single readings can be large or run the other way; the % refers to the signal ratio; further: potency means the concentration at half of the fitted maximal effect; on the % scale 0 is the no-effect control and ±100 the full control effect
Target sequence (Q9NR56 whole entry, looked up): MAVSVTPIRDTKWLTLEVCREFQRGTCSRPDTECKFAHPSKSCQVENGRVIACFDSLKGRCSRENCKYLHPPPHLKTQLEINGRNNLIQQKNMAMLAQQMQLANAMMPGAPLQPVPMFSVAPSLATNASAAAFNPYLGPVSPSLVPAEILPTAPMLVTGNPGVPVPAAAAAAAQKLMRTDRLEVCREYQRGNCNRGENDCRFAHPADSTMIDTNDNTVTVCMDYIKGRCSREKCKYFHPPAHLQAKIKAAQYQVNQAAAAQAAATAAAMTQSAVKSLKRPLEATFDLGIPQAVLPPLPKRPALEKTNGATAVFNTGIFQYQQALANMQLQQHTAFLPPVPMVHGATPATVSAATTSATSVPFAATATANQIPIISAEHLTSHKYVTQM
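TR-FRET between His-tagged MBNL1 and biotin-(CUG)12 RNA, detected with Tb anti-His antibody (0.055 ng/ul) and streptavidin-XL665 (5 nM), 60 min at room temperature. Compounds titrated 92 nM to 58 uM; 665/545 nm ratio normalized to buffer and complex controls.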
PKM2 activator – increases activity of human pyruvate kinase M2; purified PKM2, Kinase-Glo ATP luminescence, activation; response scale: 0% is enzyme alone, no compound; Potency, µM (doses to about 57.5 µM), for the others: top-dose activation, actives largely listed as activators; 0.34% of 260,000 active; AID 1631; further: potency means the concentration at half of the fitted maximal effect; on the % scale 0 is the no-effect control and ±100 the full control effect; nearly all actives have a fitted effect of over 55% in size
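Kinase-Glo luminescence reports ATP generated from ADP (0.1 mM) and PEP (0.5 mM) by purified hPK-M2 after 1 h at room temperature, pH 7.2 imidazole buffer; intermediate enzyme activity allows detecting inhibitors and activators.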
USP2a inh – inhibitors of human ubiquitin-specific protease USP2a. O75604. USP2 core, Ub-CHOP2 coupled fluorogenic reporter, 485/531. Potency, µM (titrated, usually from 38.3 µM), inactives show top-dose activity change, negative = inhibition, hits mostly inhibitors. 0.01% of 330,000 active;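 further: potency means the concentration at half of the fitted maximal effect; plate controls were DMSO wells for no effect and full inhibition by NEM control for full effect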
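USP2 core (10nM final) preincubated 30min RT with compound in 20mM Tris-HCl pH 8.0, 2mM CaCl2, 2mM beta-mercaptoethanol, 0.05% CHAPS; 25nM Ub-CHOP2 plus 25nM reporter substrate added, fluorescence (Ex485/Em531) read after 60min.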
Mito fusion act – mitochondrial division inhibition or fusion activation; Potency, µM (titrated, usually from 46.1 µM), for inactives: at the highest dose growth rescue (activation), actives largely listed as activators; S. cerevisiae fusion-defective mutant growth rescue, CellTiterGlo 48 h; 0.23% of 320,000 active;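 further: potency means the concentration at half of the fitted maximal effect; % of control where 0% means no effect; nearly all actives have a fitted effect of over 45% in size; temperature-sensitive fusion mutants such as fzo1-1 at 37 °C on non-fermentable ethanol glycerol medium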
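Compounds are tested for their ability to restore growth of mitochondrial fusion-defective yeast strains at non-permissive 37C in YPEG medium over 48 hours. Viability is quantified by luciferase luminescence.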
Eya2 inh – blocks the phosphatase activity of human Eya2; recombinant Eya2, OMFP fluorescence dephosphorylation (OMFP is methylfluorescein phosphate); O00167; AID 488837; Potency, µM (titrated, usually from 76.9 µM), inactives show at the highest dose activity, negative = inhibition, most hits filed as inhibitors; 0.006% of 330,000 active; further: potency means the concentration at half of the fitted maximal effect; on the % scale 0 is the no-effect control and ±100 the full control effect
Target sequence (O00167 whole entry, looked up): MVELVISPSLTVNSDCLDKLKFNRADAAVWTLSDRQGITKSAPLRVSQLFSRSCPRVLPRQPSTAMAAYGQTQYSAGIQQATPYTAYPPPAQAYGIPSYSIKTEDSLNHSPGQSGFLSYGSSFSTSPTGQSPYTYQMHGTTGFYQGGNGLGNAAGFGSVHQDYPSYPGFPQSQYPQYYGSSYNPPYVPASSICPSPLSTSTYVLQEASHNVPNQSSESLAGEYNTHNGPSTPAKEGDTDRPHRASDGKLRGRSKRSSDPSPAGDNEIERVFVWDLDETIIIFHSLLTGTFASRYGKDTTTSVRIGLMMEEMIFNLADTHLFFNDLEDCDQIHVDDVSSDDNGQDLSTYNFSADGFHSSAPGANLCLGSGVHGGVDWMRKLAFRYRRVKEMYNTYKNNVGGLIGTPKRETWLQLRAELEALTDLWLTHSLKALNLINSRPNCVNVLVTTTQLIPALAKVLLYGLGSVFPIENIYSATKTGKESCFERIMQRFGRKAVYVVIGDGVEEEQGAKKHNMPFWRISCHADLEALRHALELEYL
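Eya2 protein (added as 0.2 uM solution) was preincubated with compound for 10 min at ambient temperature in 50 mM HEPES pH 7.5, 50 mM NaCl, 5 uM MgCl2, 0.05% BSA, 1 mM DTT. OMFP (added at 50 uM) then reacted 10 min; fluorescence read at 485/525 nm.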
BCR signal inh – chronic active BCR signaling inhibition; ABC-DLBCL IkBa-CBG/CBR reporter, luminescence ratio, 4 h; Potency, µM (titrated, usually from 46.1 µM), inactives show top-dose ratio change, negative = lower green/red ratio, usual class: inhibitors; 0.05% of 340,000 active; AID 493014; active means well fitted inhibition curve with a large enough effect in the signal ratio, with a control signal flat, not every such curve was filed as active; inconclusive means small, poorly fitted or top-dose-only effect, or effect the other way, or a change in a side signal; the % refers to the signal ratio;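 further: potency means the concentration at half of the fitted maximal effect; plate controls were basal doxycycline-induced cells for no effect and cells given 10 µM MG132 for full effect; MG132 reads +100%, hits lower the ratio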
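Doxycycline induced both beetle luciferases in TMD8 lymphoma cells; IKK-driven degradation limits the IkappaBalpha-fused green signal, while red luminescence normalises for cell number and nonspecific effects. Compounds tested up to 46 uM, 4 hrs.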
Menin-MLL TR inh – menin-MLL binding inhibition, Texas Red mutant peptide. AID 1768. Menin + Texas Red MLL mutant peptide, fluorescence polarization. 0.23% of 270,000 active. Potency, µM (highest dose often 61.6 µM), without a hit: at the highest dose FP activity change, negative = inhibition, most hits filed as inhibitors. O00255; active means well fitted inhibition curve with a large enough effect in the polarisation, with a control signal flat, not every such curve was filed as active; inconclusive means small, poorly fitted or top-dose-only effect, or effect the other way, or a change in a side signal; inactive means no such curve, though single readings can be large or run the other way; the % refers to the polarisation; further: potency means the concentration at half of the fitted maximal effect; % of control where 0% means no effect; many of its hits are not listed in these tables
KCNH2 WT inh – inhibitors of human wildtype KCNH2 potassium channel; Q12809; U2OS, BacMam KCNH2, thallium flux FluxOr; active compounds read low; activity change, % at 1.84 µM; 0.37% of 340,000 active; AID 720551;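 active means maximum activity change below -70%; inconclusive means maximum activity change between -70% and -50%; inactive means maximum activity change above -50%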; further: on the % scale 0 is the no-effect control and ±100 the full control effect
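U2OS cells transduced with wild-type KCNH2 virus are loaded with FluxOr dye for 45 min, and thallium flux is measured in kinetic reads before and after stimulation buffer. Rate constants are normalized to DMSO controls.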
Active calls of the source: *; i = inactive; ? = inconclusive; · = not tested or not shown; & = joins results of further samples; [ ] = remark or other dose. Unless noted, the call rests on the fitted dose curve; in most records, active means well fitted curve in the direction sought with a large enough effect; inconclusive means small, poorly fitted or top-dose-only effect, or another doubt; inactive means no such curve, though single readings can be large; an effect the other way counts as inactive or inconclusive.

SMILES	GALK inh	ASM inhibitor	TSHR antag	MBNL1 CUG block	PKM2 activator	USP2a inh	Mito fusion act	Eya2 inh	BCR signal inh	Menin-MLL TR inh	KCNH2 WT inh
Nc1c(N2CCN(c3ccccc3)CC2)c2ccccc2oc1=O	9.1%	-7.3%	-11.4	?	-1.9%	-0.6%	0.4%	-8.8%	-1.1%	15.7%	-2.6
C[C@H](CO)N1C[C@H](C)[C@@H](CN(C)C)Oc2c(NS(=O)(=O)c3cccs3)cccc2C1=O	·	2.4%	18.2	·	·	-3.3%	·	-3.5%	2.3%	·	-0.3
COc1ccc(C(CNC(=O)c2cc(F)c(F)c(F)c2F)N2CCOCC2)cc1 (configuration not stated)	2.1%	3.2%	4.1	-4.4%	-0.3%	5.3%	0.8%	8.9%	-10.4%	-2.5%	-6.8
Cc1cc(C)n(-c2nc(NCc3cccnc3)c3c4c(sc3n2)COC(C)(C)C4)n1	1.0%	61.2%[activator]	-8.4	9.9%	0.3%	-1.0%	-4.0%	10.8%[15.4 µM]	?	1.2%	-1.9
O=C(NCCCl)NNc1c(Cl)cc(Cl)cc1Cl	0.4%	-2.0%	15.0	5.4%	-3.7%	1.6%	-6.7%	-17.7%	9.8%	5.8%	4.2
CCC1CCc2c(sc(NC(=O)c3ccoc3C)c2C(N)=O)C1 (configuration not stated)	-0.6%	-8.4%	-3.6	2.9%	-0.4%	3.7%	?	-5.8%	?	52.8%[activator]	-3.3
CCOc1ccc(S(=O)(=O)Nc2cc(SCC(=O)O)c(O)c3ccccc23)cc1	-9.2%	-24.4%	5.9	?	2.4%	-1.2%	-14.8%	-13.1%	?	?	-7.8
COc1ccc(N(CC(=O)Nc2cccnc2)S(C)(=O)=O)cc1	11.2%	-1.5%	1.0	-12.5%	0.9%	-1.1%	0.1%	-6.3%	-0.9%	1.4%	-13.6
CNC(=S)NCCN1CCOCC1	0.9%	0.3%	3.1	-12.4%	-8.0%	-0.4%	-7.8%	2.2%	-0.7%	-2.5%	-14.0
CCCCN(C(=O)c1ccccc1Br)C1CCS(=O)(=O)C1 (configuration not stated)	·	4.0%	-7.5	·	·	1.7%	1.4%	1.8%	5.4%	·	-0.2
O=S(=O)(c1ccc(SCc2ccccc2)nc1)N1CCCCCC1	·	-3.2%	-36.6	·	·	1.2%	13.8%	8.8%	-2.5%	·	4.7
COc1ccc2cc(C(C)C(=O)N3CCC(C(N)=O)CC3)ccc2c1 (configuration not stated)	0.4%	-0.4%	10.0	-2.5%	-0.5%	-2.8%	1.3%	1.8%	-11.1%	-9.1%	0.7
O=C1Nc2cc(C(=O)N3CCN(c4ccc(F)cc4)CC3)ccc2NC1CSCc1cccc(F)c1 (configuration not stated)	-6.4%	12.8%	-2.2	11.1%	·	-8.2%	-4.0%	-1.7%	-0.1%	·	5.6
CN(C)c1ccc(SC#N)cc1	7.5%	6.0%	-4.7	-7.8%	0.0%	-0.5%	4.0%	?	0.5%	·	-6.4
NC(=O)C1CCN(C(=O)C2CC(=O)N(c3ccc(F)cc3)C2)CC1 (configuration not stated)	-2.9%	-4.5%	4.4	0.8%	-3.9%	0.5%	1.5%	7.1%	-0.7%	·	11.3
CCN1CCN(C(=S)NCCOC)CC1	10.6%	0.4%	-2.9	-1.3%	2.3%	-6.7%	2.6%	-4.7%	0.4%	5.4%	-2.9
O=c1ccc(-c2ccccc2)nn1Cc1ccc(F)cc1	·	-4.1%	1.4	6.4%	·	1.1%	12.5%	3.7%	?	-16.2%	3.3
CC(NC(=O)C1CCN(C(=O)c2ccc(F)cc2)CC1)c1ccc(S(N)(=O)=O)cc1 (configuration not stated)	·	0.6%	-7.3	·	·	1.3%	·	-23.4%	-0.8%	·	-3.0
Nc1ccc(S(=O)(=O)Nc2cnc3ccccc3n2)cc1	·	0.7%&0.7%	5.2&8.5	19.1%	-1.4%	1.6%&1.9%	0.3%&-2.8%	16.5%&-14.7%	4.5%&7.5%	8.2%	-0.1&-13.7
CCC(C)(C)NC(=O)C(c1ccccc1F)N(Cc1ccco1)C(=O)Cn1nnc2ccccc21 (configuration not stated)	1.0%	0.0%	-24.2	-4.4%	1.6%	-0.3%	10µM*	-19.3%	1.0%	-10.0%	-6.6
O=C(/C=C/c1ccc([N+](=O)[O-])cc1)/C=C/c1ccco1	12.1%	·	-13.2	?	5.9%	0.9%	0.6%	-9.6%	?	?	·
Cc1ccc(C(=O)OCN2C(=O)c3ccccc3C2=O)cc1S(=O)(=O)N1CCOCC1	·	-2.2%	3.4	·	·	2.3%	-5.1%	5.0%	-6.4%	·	-5.6
CCOc1ccc(CCNC(=O)COC(=O)/C=C/c2ccco2)cc1OCC	-3.8%	2.2%	-1.9	-6.8%	5.2%	3.4%	1.3%	7.1%	12.3%	·	-0.5
CCc1ccc(OCCCC(=O)NCc2ccco2)cc1	1.0%	0.4%	8.4	6.9%	3.5%	-0.5%	6.7%	-2.3%	?	1.0%	·
O=C(Oc1ccc(Br)cc1)c1n[nH]c(=O)c2ccccc12	9.4%	2.7%	-3.9	0.2%	-3.1%	4.0%	-3.2%	6.5%	-1.1%	2.7%	8.4
COCc1cc(C)nc(SCC[N+](C)(C)CC(=O)Nc2cccc(C(F)(F)F)c2)c1C#N	0.1%	-6.6%	15.8	·	1.6%	?	4.6%	?	?	-13.9%	4.3
CNC(=O)c1ccsc1NC(=O)C1CCCN1S(=O)(=O)c1cccs1 (configuration not stated)	·	2.2%	-3.4	·	·	0.0%	-6.3%	-6.0%	2.4%	·	0.5
O=C(NC1(O)C(=O)c2ccccc2C1=O)c1c(Cl)cccc1Cl	?	11.3%	-2.6	?	8.2%	-12.5%	-5.2%	0.0%	?	·	0.2
CCC(C)[C@H](NC(=O)N1CC(=O)Nc2ccccc21)C(=O)N[C@H](C(=O)O)c1ccccc1 (some centres not stated)	3.5%	1.3%	-2.6	4.5%	·	2.0%	-15.7%	3.5%	-4.1%	·	-6.0
CCn1c(=O)c(C(C)=O)c(O)c2ccccc21	1.4%	5.0%	22.3	-23.2%	-2.3%	-0.5%	2.5%	-4.0%	-8.1%	1.2%	-16.8
Cc1ccc(S(=O)(=O)NCc2ccncc2)cc1C(=O)NCC(C)C	4.1%	5.4%	-3.1	-3.3%	-0.3%	2.4%	0.1%	-19.5%	4.9%	11.1%	4.5
Cc1ccc(S(=O)(=O)c2nnn3c2nc(Nc2cccc(C)c2)c2ccccc23)cc1	-0.4%	198.3%[activator]	27.7	-1.3%	-13.6%	-0.9%	1.0%	-22.9%	?	-11.6%	20.4
Cc1ccc(-n2nc3ccc(N)cc3n2)cc1C	-6.7%	i	14.7	15.1%	-13.0%	1.7%	-3.3%	-19.9%	4.4%	?	-2.0
COc1ccc(C(=O)Nc2nnc(S(=O)(=O)Cc3ccc(F)cc3)s2)cc1	-3.7%	3.0%	-1.4	-0.5%	-9.2%	-0.5%	0.6%	6.4%	15.5%	11.4%	-0.9
COc1ccccc1-n1c2c(cc(C(=O)N3CCC(C)CC3)c1=O)C(=O)CC(C)(C)C2	2.3%	0.0%	2.1	3.7%	4.9%	0.1%	-5.7%	-1.1%	-10.1%	-0.7%	-1.5
Cc1ccc(Cl)cc1NC(=O)NCc1ccccn1	-3.9%	-4.7%	-5.9	-4.2%	0.1%	10.4%	0.1%	1.9%	5.8%	22.6%	-14.4

An excerpt, so the mix of outcomes need not match the whole.
